CHRM4 PAM: positive allosteric modulators of human muscarinic M4 receptor; P08173; CHO-K1 hM4/Gqi5, Fluo-8 calcium fluorescence, ACh EC20; 0% = ACh EC20, 100% = maximal ACh; activation, % at 3 µM; hit rate 0.4% among 360,000; AID 624126;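 active means activation above its plate's cutoff, the mean activation of sample wells plus 3 SD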; further: some results filed as inactive read as strong as hits
Target sequence (P08173 whole entry, looked up): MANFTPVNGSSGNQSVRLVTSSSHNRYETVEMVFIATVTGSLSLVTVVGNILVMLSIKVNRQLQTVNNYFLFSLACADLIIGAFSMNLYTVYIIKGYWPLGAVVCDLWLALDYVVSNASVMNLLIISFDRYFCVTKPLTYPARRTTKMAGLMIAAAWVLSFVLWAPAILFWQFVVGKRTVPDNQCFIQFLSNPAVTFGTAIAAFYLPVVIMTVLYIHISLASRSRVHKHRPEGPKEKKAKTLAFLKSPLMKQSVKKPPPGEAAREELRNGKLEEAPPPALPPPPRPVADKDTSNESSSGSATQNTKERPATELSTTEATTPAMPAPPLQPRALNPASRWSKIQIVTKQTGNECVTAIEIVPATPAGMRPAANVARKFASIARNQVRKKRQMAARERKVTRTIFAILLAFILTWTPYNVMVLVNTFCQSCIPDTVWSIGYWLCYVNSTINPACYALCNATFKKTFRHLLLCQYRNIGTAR
IDE inh: cellular human IDE inhibition; P14735; hit rate 0.41% among 320,000; HEK cells, FAbetaB cleavage, fluorescence polarization; inhibition, % at 5.59 µM;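 active means percent inhibition above the average of all tested compounds plus 3 SD, set per screening campaign, cut at about 16% in these data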;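 further: IDE supplied by intact live HEK cells; FP after avidin binding of uncleaved biotin substrate so inhibition keeps polarization high; 0% = DMSO wells and 100% = 60 µM reference IDE inhibitor Ii1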
MEKK3 PB1 HTS: raises or lowers MEK5 binding to the human MEKK3 PB1 domain; Q99759; bead-based flow cytometry, Alexa488-MEK5 binding to MEKK3; actives lie on both sides; 0 = blocked by unlabeled MEK5, 100 = vehicle; binding response (% of control), % at 10 µM; hit rate 1.4% among 290,000; AID 1529;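 active means binding response more than 3 SD above or below the average of its plate-row segment, actives on both sides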;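 further: Alexa488 bead fluorescence after subtracting the streptavidin-only scavenger bead signal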
CRFR2-BP antag: CRF-BP/CRF-R2 complex antagonism | inhibition, % at 11.8 µM | hit rate 0.59% among 350,000 | HEK293 CRF-R2/CRF-BP, CRF-induced calcium fluorescence;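 active means inhibition of the ligand-induced calcium signal above about 50% at the single tested concentration, limit read from the data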
pCIP destab: compounds decreasing mouse p/CIP protein stability; Q05BA5; hit rate 0.01% among 290,000; F442A p/CIP-EGFP cells, EGFP fluorescence, 16 h; decrease of EGFP signal, % at 10 µM;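 active means EGFP signal decrease of at least 30% at 10 µM or well 3 SD below plate mean, unless failing retest; inactive means the rest, including hits failing retest or dose response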; further: some compounds called inactive have numbers as strong as hits; many of its hits are not listed in these tables
GalR3 antag: antagonists of human GalR3; hit rate 0.44% among 360,000; HEK293 GalR3-CNG cAMP membrane potential fluorescence; galR3 body fused to GalR1 C-terminus; O60755; inhibition, % at 3 µM; AID 651719;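 active means inhibition above the screen-wide average plus 3 SD, cut at about 13% in these data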;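 further: forskolin and galanin both at EC90 stimulate the cells; cAMP rise reported by CNG channel membrane potential dye signal; 0% = forskolin plus galanin with DMSO and 100% = forskolin alone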
Target sequence (O60755 1-299 limits assumed): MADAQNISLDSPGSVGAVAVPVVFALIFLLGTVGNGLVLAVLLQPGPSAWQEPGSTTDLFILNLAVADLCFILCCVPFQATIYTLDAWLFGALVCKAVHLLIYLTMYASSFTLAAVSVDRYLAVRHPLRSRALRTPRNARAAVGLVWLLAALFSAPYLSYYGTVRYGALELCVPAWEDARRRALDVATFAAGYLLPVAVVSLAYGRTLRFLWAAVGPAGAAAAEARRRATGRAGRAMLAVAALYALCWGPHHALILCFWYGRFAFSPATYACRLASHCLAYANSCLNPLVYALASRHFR
CRFR2-BP ag: CRF-BP/CRF-R2 complex agonism. HEK293 CRF-R2/CRF-BP, calcium dye fluorescence (FLIPR); percent of saturating CRF peptide response. hit rate 0.46% among 350,000. activation, % at 13.2 µM;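 active means activation of at least 50%, plus an integration ratio under a set limit after plate pattern correction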;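 further: plate controls were neutral control wells without compound for no effect and CRF at EC100 for full effect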
PHOSPHO1 inh: inhibitors of human PHOSPHO1 phosphatase; inhibition, % at 13.3 µM; hit rate 1.1% among 290,000; recombinant PHOSPHO1, absorbance phosphatase assay; in the data active means inhibition above about 60%
Target sequence (Q8TCT1 whole entry, looked up): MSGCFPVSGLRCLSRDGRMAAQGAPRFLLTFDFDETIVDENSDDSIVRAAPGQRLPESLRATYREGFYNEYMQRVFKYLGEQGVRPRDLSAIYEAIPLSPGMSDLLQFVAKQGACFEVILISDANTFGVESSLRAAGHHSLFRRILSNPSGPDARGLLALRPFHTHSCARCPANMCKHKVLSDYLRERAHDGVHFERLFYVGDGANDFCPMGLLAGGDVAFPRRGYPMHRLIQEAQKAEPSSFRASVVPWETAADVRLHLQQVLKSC
IDE cell activ: activators of human insulin-degrading enzyme in cells. P14735. HEK cells, FAbeta-B cleavage, fluorescence polarization; 0% vehicle, 100% cell-free pure enzyme wells. activation, % at 5.96 µM. hit rate 0.073% among 340,000. AID 493087;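 active means activation above the mean of all tested compounds plus 3 SD, set per screening campaign, cut at about 17% in these data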
* marks the source's active call; other numbers are inactive results; nt = not tested or not shown. Compounds were not picked by outcome; overall some 4.2% were active at least once.

SMILES	CHRM4 PAM	IDE inh	MEKK3 PB1 HTS	CRFR2-BP antag	pCIP destab	GalR3 antag	CRFR2-BP ag	PHOSPHO1 inh	IDE cell activ
Nc1nc(-c2ccco2)nn1C(=O)c1ccc(F)cc1	2	nt	103	11	5	-5	-0.6	4	8
COc1ccc(NC(=O)c2cccc(F)c2)cc1Cl	13	5	nt	3	1	0	0.0	6	-4
COCCCn1c(=O)/c(=C\c2ccc(OC(F)F)c(OC)c2)s/c1=C(/C#N)C(=O)NCCOC	6	-6	98	-10	-18	6	6.0	-21	5
Cc1ccc(S(=O)(=O)Cn2nnnc2C(CC(C)C)N2CCN(C)CC2)cc1 (stereo unspecified)	9	4	88	-5	4	0	1.1	35	4
CCC(=O)c1ccc(OCC(=O)Nc2cc(S(=O)(=O)N3CCCCC3)ccc2OC)cc1	-5	11	101	10	13	-2	2.8	19	-1
CCCCn1c(N)c(N(CCOC)C(=O)c2cccc(S(=O)(=O)N3CCCCCC3)c2)c(=O)[nH]c1=O	4	1	nt	3	nt	-1	-1.8	nt	0
N/C(=N\OC(=O)C(c1ccccc1)c1ccccc1)c1ccncc1	-7	-4	88	15	-8	-5	-0.7	27	3
COc1cnc(-c2cccc(C(F)(F)F)c2)nc1OC	0	2	105	2	8	-2	0.3	20	4
CCCCn1c(SCC(=O)N2CCOCC2)nnc1-c1ccoc1C	-4	1	128*	-9	0	-1	-0.5	16	6
Cc1cccc(OCCCC(=O)Nc2ccc(S(=O)(=O)Nc3nccs3)cc2)c1C	0	3	102	-23	-13	-1	-3.0	11	-4
O=C(CC1C(=O)NCCN1Cc1ccc(F)cc1Cl)NCc1ccon1 (stereo unspecified)	5	-2	104	-4	-7	5	-1.8	42	7
CCc1ccc(/C=C2\SC(=S)N(CCCC(=O)N3CCCC3)C2=O)cc1	-8	nt	nt	-35	nt	-3	-0.2	nt	nt
COc1cc(OC)cc(-c2nc3ccccc3s2)c1	-4	1	109	7	13	-8	-1.0	16	-6
CCc1ccc(NS(=O)(=O)c2cccc3nsnc23)cc1	-19	4	104	-6	6	-9	-0.7	25	0
Cc1ccc(-c2nnc(Nc3ccc(C(=O)N(C)C)cc3)c3ccccc23)cc1S(N)(=O)=O	1	14	99	16	0	-7	-2.0	15	-3
Cc1ccc(Cc2nnc(SCC(=O)Nc3ccc(C)cc3C)[nH]c2=O)cc1	3	7	nt	6	nt	-4	0.0	nt	4
O=C(NC(=S)N1CCN(c2ccc(F)cc2)CC1)c1cccs1	0	-1	113	50*	-8	-3	0.9	-99	0
CCOc1ccc(CNc2ccc(S(N)(=O)=O)cc2)cc1	7	-4	94	32	-5	5	1.1	6	6
CC(=O)c1cccc(NC(=S)NC(=O)c2ccccc2)c1	5	-2	100	-32	-9	0	-1.7	-2	-1
CC(=O)N1CCN(S(=O)(=O)c2cccc(C(=O)N(C)Cc3ccc(C)o3)c2)CC1	2	nt	nt	-7	nt	2	-0.7	nt	3
COC(=O)c1oc2c(c1C)C(=O)CCC2	-5	0	102	0	-19	0	1.1	2	nt
COc1ccc(C(C(=O)NCC2CCCO2)N(Cc2ccccc2)C(=O)c2snc(C(N)=O)c2N)cc1OC (stereo unspecified)	-7	0	103	2	-10	-8	0.1	36	3
O=C(CC1SC(=Nc2ccc(OC(F)F)cc2)N(CCC2=CCCCC2)C1=O)Nc1ccccc1F (stereo unspecified)	-4	2	94	-28	0	-5	4.7	18	-1
C[C@@H]1CCCCO[C@@H](CN(C)Cc2ccccc2)[C@@H](C)CN([C@H](C)CO)C(=O)c2cc(NC(=O)Nc3cccc4ccccc34)ccc2O1	1	nt	nt	-24	nt	-6	4.1	nt	nt
O=C(c1cc(=O)[nH]c2ccccc12)N1CCN(c2cccc(C(F)(F)F)c2)CC1	-2	8	102	-22	3	-5	-1.3	23	1
COc1ccc(CCNC(=O)C2CCN(S(=O)(=O)c3ccc(C)cc3)CC2)cc1	6	15	100	12	-4	-7	-0.2	19	0
CCN(CC)c1cc2nc(C)n(Cc3ccccc3)c(=O)c2cc1NC(=O)C1CC1	15	10	83	2	-46	10	-0.8	9	2
CNC(=O)C(=O)NCCCN1CCOCC1	9	-5	102	1	-2	-6	0.7	49	3
Cc1c(C(=O)O)sc2nc(C)n(C)c(=O)c12	1	-2	97	-14	5	-5	5.1	15	-8
COc1ccc(C)cc1NC(=O)CN1CCN(C/C=C/c2ccccc2)CC1	12	3	78	-4	-7	-1	2.1	22	7
Cc1ccc(N(C(=O)Cn2nnc(-c3ccc(C)o3)n2)C(C(=O)NC2CCCC2)c2ccncc2)cc1 (stereo unspecified)	4	-1	98	-1	-1	-8	3.6	51	-1
O=C(Cc1ccc(S(=O)(=O)N2CCOCC2)s1)Nc1cc(Cl)ccc1Cl	0	3	nt	-12	nt	-7	1.2	nt	-1
CC(C)(C)c1ccc(C(=O)C=[N+]=[N-])cc1	12	-3	101	15	-4	-3	-1.5	-32	2
CN(C)c1nc(N(C)C)nc(N(C#N)CN2C(=O)c3ccccc3C2=O)n1	nt	-2	106	nt	-22	nt	nt	9	nt
COc1ccc(OC)c(C2=Nn3c(nnc3-c3cc(OC)c(OC)c(OC)c3)SC2)c1	-4	-2	98	25	-10	5	0.2	45	-11
O=C(NCCC(c1ccccc1)c1ccco1)c1cccs1 (stereo unspecified)	1	-4	94	14	-4	nt	-1.6	4	5
Cc1nc2ccccc2c(=O)n1NC(=O)c1ccccc1	4	7	100	4	-6	-2	0.8	14	7
CCC(=O)N(Cc1cc(=O)[nH]c2ccccc12)c1ccc(OC)cc1	3	6	103	-1	-7	-10	-0.9	42	-2
CCSc1nc2ccc(C)cc2cc1C#N	-4	-1	95	-9	3	-7	-1.6	10	0
O=C(Cc1ccc(Cl)cc1)Nc1ccccc1N1CCOCC1	6	7	104	8	1	-2	-3.7	34	5
O=C(CCC1CCCC1)NCCS(=O)(=O)N1CCN(c2ccccc2F)CC1	2	6	nt	0	nt	-5	-1.9	nt	-1
Cc1cccc(NC(=O)CSc2nnc(CCCCCNC(=O)OC(C)(C)C)o2)c1C	-10	-6	92	4	-6	-8	-1.4	-42	0
CC(Oc1ccccc1F)C(=O)NCCN1CCCCC1 (stereo unspecified)	11	0	99	3	-1	-3	-0.8	50	-1
O=C(O)c1cccc(NS(=O)(=O)/C=C/c2ccccc2)c1	0	2	99	12	-6	-4	0.3	2	1
Cc1ccc(OCCn2c(C3CC(=O)N(Cc4ccccc4)C3)nc3ccccc32)cc1 (stereo unspecified)	-3	5	104	6	-5	nt	1.1	-18	5
CCCOc1ccc(C(C)=O)cc1Cc1c(O)nc(SC)[nH]c1=O	-4	5	102	-6	-5	5	-0.7	nt	0
Cc1ccccc1NC1C=CS(=O)(=O)C1 (stereo unspecified)	0	3	99	-5	-5	-1	-1.9	8	8
CSCCC(NC(=O)c1ccco1)C(=O)N1CC=C(c2ccccc2)CC1 (stereo unspecified)	-1	-3	103	-81	2	1	53*	34	-3
CC1Cc2cccc3c(O)c(C(=O)c4nn[nH]n4)c(=O)n1c23 (stereo unspecified)	19	4	97	13	-2	3	-1.3	6	-1
C#Cc1ccc([C@H]2C=C(C(=O)N3CCN(Cc4ccc5c(c4)OCO5)CC3)O[C@@H](OCC)[C@@H]2CCCO)cc1	2	1	104	1	-3	-4	-2.5	0	3
CC1=CC(C)(C)N(S(=O)(=O)c2ccc(C)cc2)c2cc(C)ccc21	-17	4	100	-5	-41	-1	0.2	28	-2
COc1ccc(/C=C/C(=O)OCc2cccc([N+](=O)[O-])c2)cc1	1	0	85	-3	-8	-8	-0.7	6	-1
CC(=O)Nc1nonc1NC(=O)CSc1ncn[nH]1	7	-1	98	5	-12	0	0.2	21	2
Cc1ccc(C)c(NC(=O)Cn2nc(-c3ccccc3)nc2-c2ccccc2)c1	2	1	100	-20	-7	-6	3.4	-4	-6
O=C(CCCn1c(SCc2ccccc2F)nc2ccccc2c1=O)NCC1CCCO1 (stereo unspecified)	-2	5	62	-7	3	-5	-1.1	-12	0
CCCC(C)C(=O)Nc1ccncc1 (stereo unspecified)	7	-2	91	12	-6	-3	6.2	-11	4
N[C@@H](Cc1ccccc1)c1nnc(SCc2ccccc2F)o1	4	2	116	-7	-4	-7	-0.8	-15	1
COc1ccc(CCNC(=O)[C@H](C)N2C(=O)N3CCc4c([nH]c5ccccc45)[C@@]3(C)C2=O)cc1OC	5	3	96	-2	-3	1	-1.8	-18	3
CC(NC(=O)NC12CC3CC(CC(C3)C1)C2)C1CCCO1 (stereo unspecified)	-1	2	100	10	-10	-3	-0.8	2	1
CCc1cccc(CC)c1NC(=O)CN1CC(C)SC1=NC1CCCCC1 (stereo unspecified)	2	0	114	-8	-14	-11	0.3	20	6

The last three records of the part above open the next one:
SMILES	CHRM4 PAM	IDE inh	MEKK3 PB1 HTS	CRFR2-BP antag	pCIP destab	GalR3 antag	CRFR2-BP ag	PHOSPHO1 inh	IDE cell activ
COc1ccc(CCNC(=O)[C@H](C)N2C(=O)N3CCc4c([nH]c5ccccc45)[C@@]3(C)C2=O)cc1OC	5	3	96	-2	-3	1	-1.8	-18	3
CC(NC(=O)NC12CC3CC(CC(C3)C1)C2)C1CCCO1 (stereo unspecified)	-1	2	100	10	-10	-3	-0.8	2	1
CCc1cccc(CC)c1NC(=O)CN1CC(C)SC1=NC1CCCCC1 (stereo unspecified)	2	0	114	-8	-14	-11	0.3	20	6
CC(C)CCNC(=S)Nc1ccc2nc3n(c(=O)c2c1)CCCCC3	4	0	96	-10	-2	-3	-1.5	3	0
Cc1ccc(S(=O)(=O)N(C)CC(=O)NNC(=O)CCNS(=O)(=O)c2cccc(C)c2)cc1	-1	8	nt	1	nt	-5	0.1	nt	6
CC/C(=C/c1sc2ccccc2[n+]1CC)SC	-4	3	102	-6	2	-12	-1.2	-27	-10
CCOc1ccccc1N1CCN(C(=S)NCc2ccccc2)CC1	4	0	84	-16	14	-3	-0.6	-36	4
COc1ccc(OC)c(NC(=O)CN2C(=O)NC3(CCCc4ccccc43)C2=O)c1 (stereo unspecified)	3	-4	nt	-8	nt	-3	0.1	nt	6
Cc1cccc(NC(=O)N2CCC(NC(=O)C3CCCCC3)CC2)c1	-1	-1	106	-8	5	-9	0.4	35	4
Cc1c(/C=N/NC(=O)c2ccccc2O)c2ccccn2c1C(=O)c1ccc(F)cc1	-3	0	142*	-17	-27	-2	5.2	-5	4
COC(=O)c1ccc(CSc2nnc(Nc3ccccc3OC)s2)o1	nt	6	101	-7	-8	-4	1.5	67*	nt
Cc1cccc(C(=O)N[C@H](C(=O)Nc2nnc(C3CC3)s2)C(C)C)c1	6	-1	100	-23	0	-5	-1.2	5	9
CCN(Cc1ccccc1)C(=O)CCNS(=O)(=O)c1ccc2c(c1)CC(C)N2C(C)=O (stereo unspecified)	-4	6	97	3	-2	2	-1.3	43	5
Cc1csc(NC(=O)C(C)N2C(=O)c3ccccc3S2(=O)=O)n1 (stereo unspecified)	0	7	96	-26	20	-4	4.5	36	2
O=c1[nH]cnc2scc(-c3ccc(F)cc3)c12	0	2	102	1	-2	0	1.1	-2	5
Cc1cc(C(=O)NP(=O)(N2CCOCC2)N2CCOCC2)c(C)n1-c1ccc(N(C)C)cc1	-7	5	99	8	-8	-2	-1.1	-2	5
O=c1c2cn(Cc3ccccc3)c3ccccc3c-2nn1Cc1ccc(F)cc1Cl	-2	nt	99	6	-6	-14	1.0	36	3
Cc1cc(C(=O)O)c(CSc2ncn[nH]2)o1	12	5	100	-12	0	-11	-2.7	-3	3

Source: PubChem BioAssay (several laboratories)
